Rtt109 HAT inh = inhibitors of Candida albicans Rtt109/Vps75 histone acetyltransferase; Q5AAJ8; hit rate 0.16% among 330,000; inhibition, % at 34.9 µM; purified Rtt109/Vps75, ThioGlo CoA-SH fluorescence, 4 h;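 active = inhibition of at least 50% in every replicate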
Target sequence (Q5AAJ8 whole entry, looked up): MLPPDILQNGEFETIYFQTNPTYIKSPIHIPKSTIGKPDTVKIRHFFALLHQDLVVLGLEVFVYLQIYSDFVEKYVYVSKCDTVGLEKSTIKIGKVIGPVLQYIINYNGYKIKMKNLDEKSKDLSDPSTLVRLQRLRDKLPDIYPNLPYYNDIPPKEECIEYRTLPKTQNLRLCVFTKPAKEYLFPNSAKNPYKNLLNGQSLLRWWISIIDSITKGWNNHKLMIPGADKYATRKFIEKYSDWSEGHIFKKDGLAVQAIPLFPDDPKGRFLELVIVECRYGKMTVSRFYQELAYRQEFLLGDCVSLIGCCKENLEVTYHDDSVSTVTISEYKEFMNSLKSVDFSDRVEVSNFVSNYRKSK
dFosB act = mouse delta FosB homodimer activation; AID 493131; hit rate 0.99% among 340,000; activation, % at 25 µM; purified delta FosB, TAMRA-CDK5 oligo fluorescence polarization; percent of positive-control signal above neutral wells;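 active = mean activation above about 17%, with every replicate also reaching it, limit read from the data, passing the limit was not always enough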;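 also: fluorescence polarization rise as delta FosB binds a TAMRA Cdk5 AP-1 oligo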
RTF Ca sens act = cardiac RTF calcium sensitization; P19429+P45379; IANBD-labeled TnC RTF fluorescence at EC20 calcium; 0% EC20 calcium, 100% full calcium; activation, % at 7.2 µM; hit rate 0.24% among 340,000;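 active = activation above the mean over all tested compounds plus 3 SD, cut at about 30% in these data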;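 also: rise in fluorescence read as greater calcium sensitivity of cardiac thin filaments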
Wnt bcat act = activates Wnt/beta-catenin signaling in a reporter cell assay; activator, plate reader; activation, % at 9.35 µM; hit rate 1.2% among 300,000; in the data active = activation above about 30%, passing the limit was not always enough;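 also: 0% = neutral control wells and 100% = positive control wells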
SR-BI DiI inh = blocks mouse SR-BI lipid uptake from DiI-HDL; hit rate 0.96% among 320,000; Q61009; ldlA[mSR-BI] CHO cells, DiI-HDL uptake fluorescence, 3 h; inhibition, % at 12.5 µM; AID 488896;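 active = mean replicate inhibition of at least 70% and a set share of replicates each scoring 70 or more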;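 also: 0% = median of neutral control wells and 100% = median of positive control wells; values of inactives mirror those of a sister screen read the other way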
Target sequence (Q61009 whole entry, looked up): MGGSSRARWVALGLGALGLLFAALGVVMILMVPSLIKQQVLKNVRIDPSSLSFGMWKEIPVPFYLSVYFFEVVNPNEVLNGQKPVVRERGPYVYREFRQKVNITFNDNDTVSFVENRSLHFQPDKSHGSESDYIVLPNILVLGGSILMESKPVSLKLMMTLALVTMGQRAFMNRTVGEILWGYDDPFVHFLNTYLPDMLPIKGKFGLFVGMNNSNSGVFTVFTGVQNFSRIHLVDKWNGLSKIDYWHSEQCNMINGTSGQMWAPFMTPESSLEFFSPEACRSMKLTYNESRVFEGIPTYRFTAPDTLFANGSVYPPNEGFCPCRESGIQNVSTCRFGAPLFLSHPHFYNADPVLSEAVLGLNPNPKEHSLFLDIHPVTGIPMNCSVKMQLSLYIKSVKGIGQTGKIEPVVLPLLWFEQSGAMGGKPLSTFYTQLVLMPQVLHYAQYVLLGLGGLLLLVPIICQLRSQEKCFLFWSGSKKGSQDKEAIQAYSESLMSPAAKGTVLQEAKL
SR-BI uptake up = SR-BI HDL lipid transfer activation. CHO ldlA[mSR-BI] cells, DiI-HDL uptake fluorescence, 3 h; 100 = double the neutral-control signal. activation, % at 12.5 µM. hit rate 0.096% among 320,000;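 active = mean replicate activation of at least 60% and every replicate at or above 60%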;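 also: 0% = median plate neutral-control signal and 100% = twice that signal; values of inactives mirror those of a sister screen read the other way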
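Test system: SR-BI-overexpressing, LDLR-lacking CHO cells. Measured by: DiI fluorescence, bottom read. Medium: Ham's F12 with 0.5% BSA, HEPES 25 mM, pH 7.4. Timing: 3 h uptake period with compound, 37 °C.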
MITF TRPM1 HTS = increases MITF-driven TRPM1 promoter luciferase signal. SK-MEL-5 TRPM1-promoter luciferase, 24 h; % of positive control, neutral wells = 0. activation, % at 12.5 µM. hit rate 0.75% among 300,000. AID 588334;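 active = mean activation of at least 80% with every replicate also reaching 80%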;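 also: 0% = neutral control wells and 100% = parthenolide positive control wells; values of inactives mirror those of a sister screen read the other way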
HTR5A ag = counter-screen for OPRM1-OPRD1 agonists: human HTR5A agonism; HTR5A agonist assay, luminescence, cell-based; hit rate 0.61% among 340,000; activation, % at 9.3 µM; P47898; in the data active = activation mostly above about 9.5%, no sharp cut-off; inactive = mostly below about 7.6%;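 also: 0% = cells with vehicle only and 100% = reference agonist; strong numbers were not always called active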
PvdQ inh = blocks Pseudomonas aeruginosa PvdQ acylase activity | purified PvdQ acylase, fluorescence plate reader | inhibition, % at 10 µM | AID 488965 | hit rate 0.063% among 340,000; in the data active = inhibition above about 30%, passing the limit was not always enough;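 also: 0% = vehicle neutral wells and 100% = reference inhibitor wells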
CDK5 p35 inh = CDK5/p35 (human) kinase inhibition. inhibition, % at 10 µM. hit rate 0.01% among 330,000. Recombinant CDK5/p35, ADP-Glo luminescence, 60 min;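 active = highest replicate inhibition of at least 50% and at least 75% of replicates reaching 50%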;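 also: plate controls were DMSO neutral control for no effect and GW8510 at 10 µM for full effect; many of its hits are not listed in these tables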
* hit, by the source's call; x = no result given.

SMILES	Rtt109 HAT inh	dFosB act	RTF Ca sens act	Wnt bcat act	SR-BI DiI inh	SR-BI uptake up	MITF TRPM1 HTS	HTR5A ag	PvdQ inh	CDK5 p35 inh
CCOC(=O)C(NC(C)=O)C(OC(C)=O)c1cccc([N+](=O)[O-])c1 (stereo unspecified)	4	9	-1	-3	-17	17	5	1	-2	0.1
COc1ccc(C2C(C(=O)NCC3CCCO3)CCC(=O)N2c2ccc3c(c2)OCO3)cc1 (stereo unspecified)	-3	2	3	x	-1	1	-3	2	-13	-0.3
CCCCCCCSc1nsc(N)n1	-7	0	4	17	-7	7	x	2	-7	-2.6
CCn1nc(C(=O)OCC(=O)N2CC(=O)Nc3ccccc32)c2ccccc2c1=O	-6	-7	3	-6	11	-11	-5	5	-8	0.4
Cc1cccc(NC(=O)c2oc3ccc(S(=O)(=O)N4CCOCC4)cc3c2C)c1C	-1	5	-8	-13	46	-46	-7	0	7	3.7
O=C1C=C(c2cc3ccccc3s2)C[C@@H](c2ccc3c(c2)OCO3)C1	0	0	-1	2	-4	4	1	3	-1	0.1
Cc1ccc(C(=O)N(CC(=O)Nc2sc(C)c(C)c2C(N)=O)C2CCCC2)cc1	-1	6	0	-1	x	x	-7	0	-1	-0.5
Cc1nn2c(-c3ccccn3)ccnc2c1Br	-14	-1	-6	-2	-2	2	5	-1	1	-10
COc1ccc2sc(N3C(=O)C4CC=C(C)CC4C3=O)nc2c1 (stereo unspecified)	4	-9	3	x	9	-9	4	-4	1	-0.4
CN(CC(=O)NCc1ccccc1Cl)CC(=O)Nc1cccc(F)c1	-3	0	0	-1	7	-7	0	3	-2	-0.7
COC(=O)C1=C(C)NC(=S)NC1c1sccc1C (stereo unspecified)	-16	3	4	-2	48	-48	-11	0	-14	0.1
Cc1ccc(-c2csc3ncnc(SCC(=O)NCC4CCCO4)c23)cc1 (stereo unspecified)	4	-25	3	1	7	-7	4	0	-8	-0.8
COc1cc(NC(=S)NCCO)c(OC)cc1Cl	-10	-3	3	-1	-28	28	x	5	-11	2.6
Cc1ccccc1N1CCN(CCCCN2C(=O)C3CCCN3C2=O)CC1 (stereo unspecified)	-4	5	0	x	-5	5	15	2	5	0.4
Cc1c(C)n(CC(O)CN(CCO)CCO)c2ccccc12 (stereo unspecified)	2	-6	6	-1	-10	10	-1	2	-4	0.0
COc1ccc(Cc2nc3ccc(C(=O)NCCCSC)cc3o2)cc1OC	-1	-8	5	20	-8	8	x	2	-11	-1.3
Cc1ccc(Cl)cc1N1CCN(C(=O)Cc2ccc(-n3c(=O)[nH]c4ccsc4c3=O)cc2)CC1	-5	-17	4	-3	38	-38	10	-4	-12	0.5
Cn1c(SCC(=O)NC2CCCCC2)nnc1-c1cc2ccccc2o1	-8	-3	-3	x	5	-5	31	0	-19	1.9
COc1cccc(NC(=O)CN(C)S(=O)(=O)c2ccc3c(c2)CCC(=O)N3)c1	-3	-5	4	x	-8	8	1	-3	-6	0.6
COc1ccc(OCC(=O)NC2CCCN(Cc3ccc(Cl)cc3)C2)cc1 (stereo unspecified)	7	-11	-5	-2	10	-10	-8	-3	-12	-4.0
COc1ccc(N(C(=O)CNC(=O)c2cccs2)C(C(=O)NC2CCCC2)c2ccncc2)cc1 (stereo unspecified)	0	-3	-5	2	-14	14	-4	0	-20	1.1
O=C(NCc1ccc(Cl)cc1)C1CCN(S(=O)(=O)c2ccc(N3CCCC3=O)cc2)CC1	2	-1	1	-5	22	-22	-13	5	-3	-0.3
Cc1cc(Cl)c2ccc3ccccc3c2n1	-1	-1	2	-1	6	-6	1	4	-8	1.8
COc1ccc(C(=O)CCNc2ccc3c(c2)OCCO3)cc1	-5	2	6	2	11	-11	19	-2	1	0.2
Cc1ccc(NC(=S)NCCC(c2ccccc2)c2ccccc2)c(C)c1	5	1	-6	x	31	-31	x	2	3	1.8
OC(c1ccc2c(c1)OCO2)c1nccc2ccccc12 (stereo unspecified)	-1	4	14	1	-6	6	11	1	3	-1.9
CC(OC(=O)c1ccc([N+](=O)[O-])s1)C(=O)Nc1ncc(Cl)cc1Cl (stereo unspecified)	1	-3	-1	-2	-3	3	-32	-4	-7	0.8
O=C(NCc1ccco1)C1CC(c2ccc(C(F)(F)F)cc2)=NO1 (stereo unspecified)	-1	10	-8	-5	-3	3	-23	0	0	-4.0
CCOC(=O)c1ccc(NC(=O)CC2SC(=NC)N(C)C2=O)cc1 (stereo unspecified)	-31	3	3	x	39	-39	2	-5	4	1.5
O=C(O)CSc1nc2ccccc2o1	-1	3	2	7	-9	9	9	-1	6	0.1

Taken from above.
In Rtt109 HAT inh, `OC(c1ccc2c(c1)OCO2)c1nccc2ccccc12` (stereo unspecified) is entered as -1
In RTF Ca sens act, `Cc1ccc(NC(=S)NCCC(c2ccccc2)c2ccccc2)c(C)c1` is entered as -6
In HTR5A ag, `Cc1ccc(Cl)cc1N1CCN(C(=O)Cc2ccc(-n3c(=O)[nH]c4ccsc4c3=O)cc2)CC1` is entered as -4
In RTF Ca sens act, `O=C(O)CSc1nc2ccccc2o1` is entered as 2

(continued)
SMILES	Rtt109 HAT inh	dFosB act	RTF Ca sens act	Wnt bcat act	SR-BI DiI inh	SR-BI uptake up	MITF TRPM1 HTS	HTR5A ag	PvdQ inh	CDK5 p35 inh
CCN1CCN(CC(=O)N2N=C(c3cccs3)CC2c2ccc(F)cc2)C(=O)C1=O (stereo unspecified)	3	7	1	-1	-21	21	-12	4	-18	-0.8
O=C1C=C(NC2=CC3OC(c4ccccc4)OCC3OC2=O)CCC1 (stereo unspecified)	-4	-1	-4	-3	-21	21	-59	-6	-14	-2.0
COc1ccc(C(=O)N2CCC(n3nnc4cc(F)ccc43)CC2)cc1OC	-1	-8	-2	-1	-3	3	-6	-3	-10	2.2
CN1C(=O)CSc2ccc(NC(=O)N3CCN(c4ccccc4)CC3)cc21	5	-9	-2	-1	78*	-78	-2	-3	3	0.6
O=C(CN1CCOCC1)N/N=C/C(Br)=C\c1ccccc1	27	-1	-2	-1	-32	32	10	-3	3	0.1
COCc1c(C(=O)OC/C(O)=C(\C#N)c2nc3ccccc3[nH]2)oc2ccccc12	1	-6	x	4	-11	11	-10	x	-6	0.0
COc1ccc(CNC(=O)Cn2cc([N+](=O)[O-])cn2)cc1	5	2	0	2	0	0	x	-2	0	-0.6
CCN(CC)C(=O)C(C)N(C#N)c1nc(Cl)nc(N(C)C)n1 (stereo unspecified)	3	5	4	0	-27	27	1	1	-14	-0.9
COc1ccc(-n2c(=S)[nH]c3cc(C(=O)Nc4cc(OC)c(OC)c(OC)c4)ccc3c2=O)c(OC)c1	4	-15	6	0	64	-64	3	-4	-6	0.8
Cc1ccc([N+](=O)[O-])cc1NC(=O)Nc1ccc(S(N)(=O)=O)cc1	-1	7	-3	-2	34	-34	-2	-2	-7	-0.7
COc1cc2c(cc1NC(=O)c1cccc(S(=O)(=O)N(C)C)c1)oc1ccccc12	-5	-6	-12	41*	36	-36	21	1	5	-1.2
COc1cccc(NC(=O)COC(=O)Cc2ccccc2[N+](=O)[O-])c1	0	4	-2	0	-21	21	19	-1	-7	-1.5
Cc1ccc(OCCOCCN2CCCC2)c(Br)c1	37	7	-4	0	3	-3	x	0	11	1.4
CSc1nnc(C2CCN(CC(=O)Nc3ccccc3N3CCOCC3)CC2)n1C(C)C	6	-3	2	0	x	x	x	4	6	-1.1
CC1CCc2[nH]c3ccc(C(=O)N(C)CC(=O)Nc4cccc(F)c4)cc3c2C1 (stereo unspecified)	0	-6	4	0	14	-14	-4	-7	-5	0.7

Filtered by structure: the compounds so far containing two or more sulfur atoms.
SMILES	Rtt109 HAT inh	dFosB act	RTF Ca sens act	Wnt bcat act	SR-BI DiI inh	SR-BI uptake up	MITF TRPM1 HTS	HTR5A ag	PvdQ inh	CDK5 p35 inh
CCCCCCCSc1nsc(N)n1	-7	0	4	17	-7	7	x	2	-7	-2.6
COC(=O)C1=C(C)NC(=S)NC1c1sccc1C (stereo unspecified)	-16	3	4	-2	48	-48	-11	0	-14	0.1
Cc1ccc(-c2csc3ncnc(SCC(=O)NCC4CCCO4)c23)cc1 (stereo unspecified)	4	-25	3	1	7	-7	4	0	-8	-0.8

(more compounds)
SMILES	Rtt109 HAT inh	dFosB act	RTF Ca sens act	Wnt bcat act	SR-BI DiI inh	SR-BI uptake up	MITF TRPM1 HTS	HTR5A ag	PvdQ inh	CDK5 p35 inh
CC(=O)NC1CC2CCCC(C1)N2C(=O)Nc1ccc(Cl)c(C(F)(F)F)c1 (stereo unspecified)	-1	0	1	-6	-12	12	-16	3	-7	3.7
COc1ccccc1N1CCN(Cc2ccc(OC)c3ccccc23)CC1	-4	-11	-4	0	1	-1	3	-1	-13	-0.6
COc1cccc(CN2C(=O)C3(C(C#N)=C(N)OC4=C3C(=O)CCC4)c3ccccc32)c1 (stereo unspecified)	-1	-11	-2	3	12	-12	17	-1	1	2.0
COc1ccc([N+](=O)[O-])cc1N(CC(=O)O)S(C)(=O)=O	1	2	-8	0	1	-1	15	3	-5	-0.1
Cc1c(C(=O)Oc2ccc(F)cc2)sc2ncn(Cc3cccc(F)c3)c(=O)c12	2	2	-1	-8	12	-12	-2	0	-6	0.0
CC1(c2ccc3c(c2)OCO3)NC(=O)N(CC(=O)c2ccc[nH]2)C1=O (stereo unspecified)	-2	-12	-2	-2	-6	6	-3	-1	-14	-0.9
CC1(C)CC(=O)C(=CN2CCN(C(=O)c3ccco3)CC2)C(=O)C1	1	-2	-5	-1	-14	14	-9	11	-1	-1.2
O=S(=O)(CCNCc1ccco1)NC1CCCCC1	5	-9	6	-2	-8	8	7	0	-10	0.2
CC1C/C(=N/N=C2/NC(=O)CS2)CC(C)(C)C1 (stereo unspecified)	0	-8	-3	x	-21	21	-4	-5	-14	0.8

Screens deposited in PubChem by several laboratories.
